PP5 primary: PP5 phosphatase inhibitors, primary screen, biochemical, fluorescence; Serine/threonine-protein phosphatase 5 (Homo sapiens), P53041; purified PP5c, OMFP substrate fluorescence; inhibition, % at 6.7 µM; 320,000 compounds, 0.18% hits; AID 1987, 2009;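 active = inhibition above the campaign's mean inhibition across all tested compounds plus 3 SD, cut at about 9.5% in these data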;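 also: 0% = DMSO only and 100% = 100 µM cantharidin control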
Target sequence (P53041 whole entry, looked up): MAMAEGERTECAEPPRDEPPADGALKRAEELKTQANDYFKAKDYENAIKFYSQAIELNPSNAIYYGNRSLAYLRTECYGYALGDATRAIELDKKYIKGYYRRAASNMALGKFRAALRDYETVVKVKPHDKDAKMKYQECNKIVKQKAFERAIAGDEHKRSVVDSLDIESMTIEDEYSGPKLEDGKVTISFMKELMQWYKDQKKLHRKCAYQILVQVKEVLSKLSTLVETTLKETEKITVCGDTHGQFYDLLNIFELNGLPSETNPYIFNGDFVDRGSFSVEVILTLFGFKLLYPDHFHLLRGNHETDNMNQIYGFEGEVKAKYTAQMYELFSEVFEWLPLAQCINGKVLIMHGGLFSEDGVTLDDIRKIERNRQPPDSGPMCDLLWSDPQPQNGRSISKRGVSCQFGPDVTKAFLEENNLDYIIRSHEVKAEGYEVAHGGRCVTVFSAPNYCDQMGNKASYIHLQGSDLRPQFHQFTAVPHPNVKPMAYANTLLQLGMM
CTSL1 counter: Fasciola hepatica cathepsin L1 inhibitors, primary screen, counter-screen for PFM18AAP inhibitor project, biochemical, QFRET, fluorogenic peptide substrate. inhibition, % at 5.96 µM. recombinant F. hepatica cathepsin L1, Z-Leu-Arg-MCA fluorescence. 300,000 compounds, 0.49% hits. AID 1906, 2009;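 active = inhibition above the mean of all tested compounds plus 3 SD, set per screening campaign, cut at about 17% in these data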;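 also: 0% = plate median of test compound wells and 100% = 1 µM Z-Phe-Ala-diazomethylketone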
Efflux pump inh: inhibitors of Candida efflux pumps in yeast, primary screen, S. cerevisiae, Nile Red, multiplex; S. cerevisiae Candida pump triplex; inhibition, % at 10 µM; 330,000 compounds, 0.44% hits;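 active = plate passing quality check with inhibition over a set limit, or well fluorescence over plate mean plus 4 SD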;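 also: Nile Red retained in pooled yeast measured as flow cytometry median fluorescence; 0% = buffer negative control and 100% = Enniatin B positive control; higher means more Nile Red kept so more efflux inhibition; some compounds called inactive have numbers as strong as hits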
GASC-1 inh: inhibitors of GASC-1 histone demethylase, primary screen, biochemical, fluorescence, DELFIA europium; Lysine-specific demethylase 4C (Homo sapiens), Q9H3R0; GST-JMJD2C(1-420) H3K9me3 demethylation; inhibition, % at 2.35 µM; 330,000 compounds, 0.069% hits; AID 2099, 2009;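 active = more than half of a compound's replicate wells show inhibition beyond 50%, single wells judged on their own value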;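 also: signal counts dimethyl H3K9 product captured on neutravidin plate; 0% = median of DMSO wells and 100% = 0.3 times that DMSO median; strong numbers were not always called active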
Target sequence (Q9H3R0 1-420 limits assumed): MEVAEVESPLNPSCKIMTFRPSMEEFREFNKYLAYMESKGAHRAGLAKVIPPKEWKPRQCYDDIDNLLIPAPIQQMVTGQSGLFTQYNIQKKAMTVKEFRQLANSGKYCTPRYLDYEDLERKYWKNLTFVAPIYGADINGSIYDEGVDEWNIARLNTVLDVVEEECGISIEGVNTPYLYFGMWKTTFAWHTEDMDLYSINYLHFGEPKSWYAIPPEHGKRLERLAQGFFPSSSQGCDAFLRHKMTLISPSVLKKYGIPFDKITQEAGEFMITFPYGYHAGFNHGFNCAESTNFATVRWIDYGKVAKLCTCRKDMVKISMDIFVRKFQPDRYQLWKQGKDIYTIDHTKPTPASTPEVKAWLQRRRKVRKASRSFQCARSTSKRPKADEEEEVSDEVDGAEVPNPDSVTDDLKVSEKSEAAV
core dimer inh: inhibitors of HCV core protein dimerization, primary screen, biochemical, TR-FRET, high-throughput. inhibition, % at 5 µM. 300,000 compounds, 0.33% hits. TR-FRET GST/Flag-core106 dimerization, 1536-well;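 active = inhibition above the mean of all tested compounds plus 3 SD, set per screening campaign, cut at about 45% in these data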
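Assay system: Tagged HCV core106 pair (GST and Flag) | Buffer or medium: KF-containing HEPES buffer, pH 7.45, DTT, CHAPS, BSA | Also added: Eu donor and XL665 acceptor anti-tag antibodies | Dosing: One concentration, 5 µM, in 0.5% DMSO | Timing: 4 h at 22.5 °C | Technique: TR-FRET 671 and 617 nm emission | Repeats: Singlicate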
PREPL inh: PREPL enzyme inhibitors, primary screen, biochemical, fluorescence polarization; Prolyl endopeptidase-like (Homo sapiens), Q4J6C6; recombinant PREPL, fluorescence polarization activity-based probe; inhibition, % at 5.96 µM; 320,000 compounds, 0.68% hits; AID 2751, 2010; in the data active = inhibition above about 43%;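 also: 0% = enzyme with DMSO and 100% = wells lacking enzyme; many of its hits are not listed in these tables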
PP1 inh: PP1-alpha phosphatase inhibitors, primary screen, counter-screen for PP5 inhibitor project, biochemical, fluorescence, OMFP substrate, single point; Serine/threonine-protein phosphatase PP1-alpha catalytic subunit (Homo sapiens), P62136; purified PP1alpha; inhibition, % at 6.7 µM; 320,000 compounds, 0.9% hits; AID 2235, 2010;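 active = inhibition above the mean inhibition of all tested compounds plus 3 SD, computed separately for each screening campaign, cut at about 15% in these data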
TPT1 inhibitor: Candida albicans TPT1 enzyme inhibitors, primary screen, biochemical, fluorescence polarization. tRNA 2'-phosphotransferase TPT1 (Candida albicans SC5314). recombinant caTPT1, FP RNA substrate dephosphorylation. inhibition, % at 5 µM. 300,000 compounds, 0.81% hits. AID 1962, 2009;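 active = inhibition above the mean of all tested compounds plus 3 SD, set per screening campaign, cut at about 24% in these data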;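 also: plate controls were DMSO alone for no effect and ferristatin control at 100 nM for full effect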
LYPLA2 inh: LYPLA2 inhibitors, primary screen, counter-screen for PME1 inhibitor project, biochemical, fluorescence polarization, FP-Rh probe ABPP. recombinant LYPLA2. Acyl-protein thioesterase 2 (Homo sapiens), O95372. inhibition, % at 5.9 µM. 320,000 compounds, 0.38% hits;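 active = inhibition above the screen-wide mean plus 3 SD, limit set per campaign, cut at about 26% in these data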;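 also: 0% = LYPLA2 with DMSO and 100% = wells lacking LYPLA2 enzyme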
The depositor's hits bear a star; x = no result given; & = joins results of further samples. Not all compounds are listed. The share of hits here may be higher or lower than overall.

No.	Compound	PP5 primary	CTSL1 counter	Efflux pump inh	GASC-1 inh	core dimer inh	PREPL inh	PP1 inh	TPT1 inhibitor	LYPLA2 inh
1	O=C(CCc1nc2ccccc2c(=O)[nH]1)NNC(=O)c1ccc(F)cc1	-1.4	x	0.1	-11	x	3	-6	x	0
2	CCOn1c(SCC)nc2ccccc2c1=O	-0.1	-1	0.1	6	6	-8	1	-1	4
3	Cc1ccc(NCC(=O)N/N=C\C(Br)=C\c2ccccc2)cc1	3.0	-4	0.0	1	11	41	4	-1	2
4	CCC(C)NC(=O)CSC1=Nc2ccccc2C2=NC(CC(=O)NCc3ccccc3)C(=O)N12 (stereo not given)	0.9	-1	0.0	-17&80	-4	-2	2	0	0
5	Cc1ccccc1OCC(=O)NCC1CCCO1 (stereo not given)	-5.9	-2	0.1	-10	3	4	1	4	-9
6	Cc1ccn2c(NC(C)(C)C)c(-c3cccs3)nc2c1	1.4	0	-0.3	3	-4	15	-2	1	6
7	COc1ccc(S(=O)(=O)Nc2nc3ccccc3nc2Nc2ccc3c(c2)OCO3)cc1	0.2	3	0.1	-5	7	2	-2	2	4
8	COc1ccc(-c2nc(C)sc2C)cc1	-0.8	-5	-0.1	-13	1	-4	-3	-4	2
9	O=C(NCc1cccs1)C1CCCCC1	0.8	-6	0.0	13	0	-4	-5	-2	-5
10	COc1ccc(C(C2C(=O)CC(C)(C)CC2=O)C2C(=O)CC(C)(C)CC2=O)cc1COCC(F)(F)F	0.8	2	-0.1	1	1	0	-2	-2	2
11	Cc1cccc(C(=O)N(Cc2nc3ccccc3c(=O)[nH]2)C2CCCCC2)c1	4.5	7	0.1	-5	6	-61	5	-4	-2
12	O=C(Nc1cccc(Br)c1)c1ccc2c(c1)SC1=NS(=O)(=O)CCN12	1.8	x	-0.1	-1	x	-5	-7	x	-4
13	C=CCOC(=O)C1=C[C@@H](c2ccccc2)[C@H](CCCO)[C@@H](OCC)O1	2.5	-3	x	-3	2	1	-1	-3	-1
14	CC1(C)Cc2c(c(N3CCOCC3)nc3sc4c(NCCN5CCOCC5)nnnc4c23)CS1	6.3	2	0.2	10	-1	4	1	4	1
15	CCOC(=O)[C@@H]1[C@H]2COc3ccc(Br)cc3[C@H]2N2C(=O)N(c3ccc(Cl)cc3)C(=O)[C@@]12C	2.3	-5	0.1	-23	-1	-32	-1	-3	-5
16	CC12CCC(=O)N1C(C(=O)Nc1cccc3ccccc13)CS2 (stereo not given)	-0.1	-1	0.1	23	3	-3	-3	-7	4
17	Cc1ccsc1C(=O)OCC(=O)Nc1ccc(Cl)cc1C(F)(F)F	4.5	0	0.0	4	-3	3	-2	-4	0
18	COc1ccc(CCNC(=O)Cc2cccs2)cc1OC	0.3	1	0.1	-22	1	5	-3	2	0
19	Cc1cc(C)cc(N(CC(=O)NCc2ccco2)C(=O)CCC(=O)Nc2nccs2)c1	-0.8	0	0.1	20	2	5	0	-5	3
20	Cc1ccc(/C=C/C2=NN(Cc3ccccc3Cl)C(=O)CC2)cc1	2.3	2	0.2	4	8	-27	3	1	-5
21	O=C(CCN1CCN(C(=O)c2ccccc2)CC1)c1ccc(Br)cc1	1.7	0	0.1	-2	-1	-13	10	-8	13
22	COc1ccccc1N1CCN(c2ccc([N+](=O)[O-])cn2)CC1	0.3	4	0.1	-9	6	13	-1	-3	6
23	O=C(C1CC1)N(Cc1ccco1)c1nc(-c2ccccc2)cs1	5.9	-1	0.2	-8	5	6	1	3	-6
24	Cc1ccsc1C(=O)OCC(=O)Nc1c(Cl)cccc1C(F)(F)F	-1.1	-3	-0.1	6	0	10	-2	1	1
25	O=C(Cn1nnc(-c2cccs2)n1)NCCc1ccccc1	3.0	1	0.2	14	2	-2	4	-2	1
26	COCCN1CCN(C(=O)c2cc(COc3ccc(F)cc3Cl)on2)CC1	-0.6	0	0.2	2	3	21	-3	-4	-3
27	CCc1c(SCCC(=O)O)nc2ccccc2c1C	3.3	0	-0.2	-3	7	-8	0	-5	1
28	CC(C)(C)n1ncc2c(=O)n(CC(=O)c3ccc(Cl)cc3)cnc21	3.4	-2	0.0	0	7	18	-3	-5	12
29	CCOC(=O)C(NC(C)=O)(Nc1ccc(S(=O)(=O)Nc2onc(C)c2C)cc1)C(F)(F)F (stereo not given)	-1.7	0	0.1	0	-3	-2	-6	-5	2
30	CCC1CCC2(CC1)NC(=O)N(CC(=O)Nc1ccc(OC)c(Cl)c1)C2=O (stereo not given)	4.0	x	0.0	-9	x	12	-3	x	-6
31	COC(CNC(=O)c1ccc2c(c1)nc(C)n2-c1cc(C)cc(C)c1)OC	2.6	0	-0.1	11	-3	-1	0	0	-2
32	O=c1cc(O)c2sc(Nc3ccc(F)cc3)nc2[nH]1	0.4	2	0.1	-3	3	35	3	35*	-8
33	O=C(N/N=C/c1ccc(O)c(O)c1)c1cccc(S(=O)(=O)N2CCCC2)c1	-0.9	5	-0.2	-7	-4	17	-1	-2	-4
34	C=CCN(CC(=O)Nc1c(C)cccc1CC)C(=O)SCCC	2.3	1	0.4	-6	-2	15	-3	3	4
35	Cc1ccc(C(=O)COC(=O)CN2C(=O)C3CC=CCC3C2=O)cc1[N+](=O)[O-] (stereo not given)	3.4	3	-0.4	-2	7	0	0	-7	4
36	CN(C(=O)CO/N=C/c1ccc(OC(F)F)cc1)C1CCS(=O)(=O)C1 (stereo not given)	1.8	-3	-0.1	3	-5	8	-2	-4	0
37	COc1cc(CNS(=O)(=O)CCl)cc(OC)c1OC	0.3	x	0.0	x	x	10	3	x	0
38	COc1ccc(OC)c(/C=N/NC2=NS(=O)(=O)c3ccccc32)c1	1.1	1	0.0	10	-10	24	1	-3	4
39	CC(Sc1nc(-c2ccccc2)cc(C(F)(F)F)n1)C(=O)NCc1ccco1 (stereo not given)	0.7	1	0.0	2	4	-7	1	-3	-1
40	O=C(Nc1nccs1)c1ccc(N2CCOCC2)c([N+](=O)[O-])c1	1.3	3	-0.1	-49	-3	21	-2	-8	2
41	Cc1c(C(=O)O)sc2ncnc(N3CCCCC3C)c12 (stereo not given)	1.4	0	0.0	0	-2	5	-3	6	1
42	CCN(CC)S(=O)(=O)c1cccc(NC(=O)CN(C)C2CCCCC2)c1	0.9	3	0.1	-1	1	-3	-1	3	-9
43	Cc1ccc(CN(c2ccc(C(=O)NCc3ccccn3)cc2)S(C)(=O)=O)cc1	1.1	2	-1.1	-7	-5	13	1	-1	3
44	O=C(CCC(=O)N1CCN(Cc2ccc(F)cc2)CC1)Nc1nnc(C2CCCCC2)s1	-1.7	5	1.2	-15	8	-4	-2	1	0
45	Cn1nc(C(C)(C)C)c([N+](=O)[O-])c1C(N)=O	0.9	1	0.2	-8	-3	2	-5	-1	8
46	Cc1cc(C(=O)NCCc2ccc(Cl)cc2)n(-c2ccccc2)n1	1.0	-3	0.1	-6	-3	15	-6	0	-4
47	CCOC(=O)c1[nH]c(C)c(C(=O)OCC(=O)NCc2ccc(OC)cc2)c1C	-0.5	x	-0.3	2	x	-4	-1	x	-7
48	COc1ccc(-n2c(=O)cc(N3CCCCCC3)[nH]c2=O)cc1	2.9	0	0.0	0	-3	13	3	1	4
49	COc1ccc(Cn2nnnc2C(c2cc3cccc(C)c3[nH]c2=O)N2CCOCC2)cc1 (stereo not given)	-2.9	0	-0.1	-16	0	8	-2	-2	-2
50	CN(CC(=O)Nc1ccc(F)cc1)c1ccc(S(=O)(=O)N2CCCC2)cn1	0.6	2	0.2	-2	1	-12	0	-1	5

(cont.)
No.	Compound	PP5 primary	CTSL1 counter	Efflux pump inh	GASC-1 inh	core dimer inh	PREPL inh	PP1 inh	TPT1 inhibitor	LYPLA2 inh
51	CCCS(=O)(=O)c1nc(S(=O)(=O)c2ccc(C)cc2)c(NCCN2CCOCC2)s1	-8.7	5	-0.2	3	-13	10	8	-3	-5
52	COc1cccc(CNS(=O)(=O)c2c(C(=O)N3CCCCCC3)c(C)n(C)c2C)c1	1.1	-3	-0.1	-3	-1	3	0	-1	3
53	O=C(Nc1ncc2c(n1)-c1ccccc1CC2)c1cccs1	3.1	6	0.0	-1	1	-14	-2	-2	0
54	CCS(=O)(=O)c1ccc2oc(SCC(=O)Nc3ccc(OC)cc3)nc2c1	-4.9	-5	0.2	-1	0	5	-7	1	-7
55	CCOC(=O)c1cnn(-c2ccc(Cl)cc2)c1C1CCN(C(=O)OC(C)(C)C)CC1	5.7	-1	0.1	2	7	-10	-2	0	1
56	O=C(c1cnc2n(c1=O)CCS2)N1CCc2ccccc21	3.4	3	0.0	6	-21	18	3	-1	1
57	O=C(Nc1nnc(-c2ccco2)s1)C1CCN(S(=O)(=O)c2ccc(Cl)cc2)CC1	3.1	-3	0.0	3	11	-27	10	-3	-7
58	N#Cc1cc(C(=O)Cc2ccccc2)c[nH]1	2.5	0	0.0	0	-2	4	-3	-1	-5
59	Cc1ccc(OCC(=O)OCCN2C(=O)c3ccccc3C2=O)cc1C	2.8	-2	-0.1	-5	-10	-8	-2	0	7
60	O=C(O)CSc1nnc(-c2ccncc2)n1Cc1ccccc1	-0.8	0	0.0	-17	-5	3	2	1	4
61	CC(=O)N1N=C(N)SC1(C)C	-1.9	2	-0.1	-6	2	25	-1	-4	4

Screening results from PubChem BioAssay.
